Screening data (PubChem)
RECQ1 inh: RECQ1 (human) helicase inhibition; RECQ1 DNA unwinding, red fluorescence kinetic read; Potency, µM (titrated, usually from 57.3 µM), without a hit: at the top dose activity, negative = inhibition, usual class: inhibitors; 240,000 compounds, 0.54% hits;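 also: plate controls were vehicle for no effect and no enzyme for full effect; nearly all actives have a fitted effect of over 30% in size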
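RECQ1T1 50 nM; forked duplex (20 bp + 30-nt ss tails) 200 nM, ATP 2 mM final; pH 8.0, 2 mM MgCl2, 2.5 ug/ml poly(dI-dC); 15 min compound preincubation; discontinuous kinetic read over 2 h at RT.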
aGlu spleen mod: inhibitors or activators of human alpha-glucosidase in spleen homogenate | human spleen homogenate, 4-MU-alpha-glucoside fluorescence | Potency, µM (highest dose often 79.9 µM), for the others: at the highest dose activity change, negative = inhibition, hits mostly inhibitors | 240,000 compounds, 0.006% hits;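 also: 0% = enzyme with vehicle and -100% = no enzyme basal signal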
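Compounds were titrated against alpha-glucosidase in spleen homogenate at pH 5.0, with 1 mM 4-methylumbelliferyl substrate for 40 min at 37 C. Reactions were quenched with pH 10 NaOH/glycine and fluorescence measured.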
TRb-SRC2 inh: disrupts binding of human TR beta to SRC2; Potency, µM (titrated, usually from 106 µM), without a hit: at the highest dose activity change, negative = inhibition, most hits filed as inhibitors; P10828; TRbeta-SRC2 peptide binding, fluorescence polarization; receptor liganded with 1 µM T3; 280,000 compounds, 0.065% hits;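 also: plate controls were bound peptide for no effect and peptide without receptor for full effect; nearly all actives have a fitted effect of over 50% in size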
Target sequence (P10828 whole entry, looked up): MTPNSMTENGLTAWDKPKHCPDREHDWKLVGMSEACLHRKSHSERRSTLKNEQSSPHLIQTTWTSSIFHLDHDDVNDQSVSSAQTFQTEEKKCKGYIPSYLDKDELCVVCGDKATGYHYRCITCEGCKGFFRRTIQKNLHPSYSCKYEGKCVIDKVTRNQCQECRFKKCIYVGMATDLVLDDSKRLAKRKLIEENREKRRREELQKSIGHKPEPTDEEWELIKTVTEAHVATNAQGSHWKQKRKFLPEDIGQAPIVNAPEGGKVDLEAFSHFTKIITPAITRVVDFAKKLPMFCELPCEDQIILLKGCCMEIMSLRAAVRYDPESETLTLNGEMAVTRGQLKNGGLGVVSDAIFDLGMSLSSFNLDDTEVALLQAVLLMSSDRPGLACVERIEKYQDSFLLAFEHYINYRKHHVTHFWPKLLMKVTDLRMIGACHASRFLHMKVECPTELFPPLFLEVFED
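Compounds were added to 0.6 uM TRb ligand-binding domain and 20 nM Texas Red-labeled SRC2 peptide in Tris buffer containing 1 uM T3, incubated 5 hr at ambient temperature, then read by fluorescence polarization.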
L3MBTL1 inh: inhibitors of human L3MBTL1 | Q9Y468 | AlphaScreen L3MBTL1–H3K9me1 peptide binding | Potency, µM (top dose mostly 57.1 µM), for inactives: top-dose activity, negative = inhibition, hits mostly inhibitors | 230,000 compounds, 0.66% hits | AID 485360; also: nearly all actives have a fitted effect of over 60% in size
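AlphaScreen proximity signal between nickel-chelate acceptor and streptavidin donor beads (final 10 ug/mL) reports binding of 50 nM L3MBTL1 to 75 nM biotin-H3 K9me1 peptide; complex incubated with compounds 30 min at room temperature; cefsulodin titration as control.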
RGS12 GoLoco inh: inhibitors of human Gai1-RGS12 GoLoco interaction (red fluorophore). P63096. Gai1:RGS12 GoLoco peptide FP, rhodamine, 10 min. Potency, µM (series often up to 61.6 µM), without a hit: at the highest dose activity, negative = inhibition, actives largely listed as inhibitors. 230,000 compounds, 0.44% hits. AID 880; active = well fitted inhibition curve with a large enough effect, not every such curve was filed as active; inactive = no such curve, though single readings can be large or run the other way; also: nearly all actives have a fitted effect of over 30% in size; many of its hits are not listed in these tables
Target sequence (P63096 whole entry, looked up): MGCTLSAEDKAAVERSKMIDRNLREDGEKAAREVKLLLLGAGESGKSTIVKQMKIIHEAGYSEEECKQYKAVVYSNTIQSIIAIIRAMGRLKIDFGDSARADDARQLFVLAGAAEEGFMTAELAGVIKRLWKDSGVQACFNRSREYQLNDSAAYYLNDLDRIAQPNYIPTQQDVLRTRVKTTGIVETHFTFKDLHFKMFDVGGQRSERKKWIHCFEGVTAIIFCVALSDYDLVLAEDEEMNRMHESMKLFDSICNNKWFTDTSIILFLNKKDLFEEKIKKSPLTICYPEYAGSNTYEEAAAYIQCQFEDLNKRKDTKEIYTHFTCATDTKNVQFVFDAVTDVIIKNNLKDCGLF
GAA glycogen mod: inhibitors or activators of human alpha-glucosidase glycogen cleavage. 300,000 compounds, 0.38% hits. recombinant GAA, glycogen substrate, Amplex Red glucose oxidase fluorescence. P10253. AID 2100. Potency, µM (doses to about 76.4 µM), inactives show at the top dose activity change, negative = inhibition, usual class: inhibitors;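 also: 0% = full enzyme reaction and -100% = no-enzyme basal signal; the screen sought inhibitors and activators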
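Recombinant enzyme (4 nM final) with compounds titrated up to 77 uM and bovine liver glycogen (30 ug) in citrate pH 5.0, 0.01% Tween-20, 37 C 40 min. Released glucose detected by Amplex Red/glucose oxidase (Ex 573/Em 610); AC50 from Hill fits.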
TexasRed fluor: alters Texas Red total fluorescence, flagging assay interference. TRb/SRC2 Texas Red total fluorescence interference. Potency, µM (doses to about 106 µM), without a hit: at the highest dose fluorescence change, negative = quenching. 280,000 compounds, 0.29% hits. AID 1479; active = well fitted curve in either direction with a large enough effect; inconclusive = small, poorly fitted or top-dose-only effect
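Flags fluorescent or light-absorbing compounds by total fluorescence, S + 2P, at 555 nm excitation and 632 nm emission. Mixture: 20 nM Texas Red SRC2 peptide, 0.6 uM human TRb LBD, 1 uM T3, 5% DMSO; compound exposure 5 h at ambient temperature.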
GAA inhib: blocks human lysosomal alpha-glucosidase; purified human GAA, 4-MU-alpha-glucoside fluorescence; 200,000 compounds, 0.005% hits; Potency, µM (highest dose often 76.9 µM), without a hit: at the top dose activity change, negative = inhibition, most hits filed as inhibitors;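 also: plate controls were uninhibited enzyme wells for no effect and no-enzyme background for full effect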
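Fluorogenic assay: 4 nM human alpha-glucosidase with 400 uM 4-methylumbelliferyl-alpha-D-pyranoside in 50 mM citrate/phosphate, 0.005% Tween-20, pH 5.0, 20 min at room temperature. Compounds tested up to 77 uM; AC50 from Hill fits.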
An asterisk follows results filed as active; i = inactive; ? = inconclusive; . = no result given; & = joins results of further samples; [ ] = dose if it differs, or a comment. Unless noted, calls follow the shape of the dose curve; as a rule, active = well fitted curve in the direction sought with a large enough effect; inconclusive = small, poorly fitted or top-dose-only effect, or another doubt; inactive = no such curve, though single readings can be large; an effect the other way counts as inactive or inconclusive. Unless noted, % is scaled to controls: 0 for no effect and ±100 for the full control effect; potency is read from the fitted curve at half-maximal effect.

mol	RECQ1 inh	aGlu spleen mod	TRb-SRC2 inh	L3MBTL1 inh	RGS12 GoLoco inh	GAA glycogen mod	TexasRed fluor	GAA inhib
C[C@]12N[C@@H](Cc3ccccc31)c1ccccc12	-3.2%	1.9%	-1.6%	.	5.5%	.	-1.2%	.
CC(=O)N1N=C2C3CCN(CC3)C2C1c1cccc2ccccc12 (configuration not stated)	-3.6%	-1.4%	2.2%	26.5%	-2.5%	0.9%	-1.6%	4.0%
Cc1cc(OCc2nn[nH]n2)c2c3c(c(=O)oc2c1)CCCC3	-0.6%	6.8%	-13.5%	5.2%	.	4.9%	-2.8%	-1.8%
COc1ccc(NC2=NC(C)(C)CS2)cc1	i	8.7%	5.4%	2.5%	6.6%	-11.2%	-2.0%	12.5%
CCCCCCN=C(C)c1c(O)n(Cc2ccccc2)c(=O)[nH]c1=O	i	-2.7%	-2.5%	.	15.9%	6.1%	-3.0%	-10.1%
CCCCOC(=O)C1=C(N)OC2=C(C(=O)CCC2)[C@]12C(=O)N(C)c1ccccc12	i	-6.1%	2.5%	.	-6.3%	4.7%	-0.5%	2.2%
CNCCc1ccc(O)c(O)c1	-3.3%&5.2%	-15.6%&-0.8%	-2.8%&4.9%	.	-5.9%&3.4%	.	-4.1%&-1.6%	.
COc1cc2c(cc1OC)[C@@H]1C(=O)c3ccc4oc(C(C)C)cc4c3OC1CO2 (some centres not stated)	-21.3%	5.5%	0.0%	.	-8.8%	.	-3.1%	.
NC(=O)C1(N2CCCCC2)CCN(Cc2ccccc2)CC1	2.2%	-7.9%	-6.6%	5.9%	0.5%	-2.7%	-3.7%	-1.4%
C[C@]12CCC(=O)C=C1CC[C@@H]1[C@@H]2CC[C@]2(C)C(=O)CC[C@@H]12	-0.5%&-10.7%&-4.3%&8.7%&1.8%	-4.0%&-2.2%&-1.4%&-6.7%&21.0%	1.1%&1.9%&3.8%&4.7%&-2.7%	-1.3%	3.1%&3.4%&3.1%&-8.9%&-40.0%	1.2%	-0.4%&-3.9%&-1.6%&-1.3%&-0.4%	-15.6%[15.4 µM]
Cc1nonc1-c1nc(-c2nonc2N)n[nH]1	-1.8%	4.0%	-4.4%	-6.9%	4.1%	3.5%	-0.8%	-3.0%
Cc1ccc(OCC(=O)N2CCN(Cc3ccc4c(c3)OCO4)CC2)cc1C	-8.0%	-3.7%	-1.3%	1.8%	13.4%	8.1%	-0.8%	0.6%
NC[C@H](CS(=O)(=O)O)c1ccc(Cl)cc1	-3.7%	-1.8%	-2.8%	.	0.2%	.	-2.5%	.
O=c1c(C=Nc2cccnc2Cl)c(O)n(CCCCl)c(=O)n1C1CCCCC1	-7.4%	-10.9%	7.5%	-2.2%	16.9%	-5.1%	0.4%	?
O=c1c(/C=N/N2CCOCC2)c(O)n(-c2ccccc2)c(=S)n1-c1ccccc1	-4.9%	-3.1%	-17.4%[53 µM]	2.8%	160.6%[activator]	-0.6%	-84.0%[53 µM]	-2.6%
O=C(CNC(=O)c1ccccc1)Nc1ccc(Br)cc1C(=O)c1ccccc1	-17.5%	-5.4%	-8.3%	-1.7%	1.8%	-15.4%	-0.4%	-5.2%
CC(=O)OC1N=C(c2ccccc2)c2cc(Br)ccc2N(C)C1=O (configuration not stated)	-9.2%	-3.5%	-2.8%	6.0%	-19.2%	-0.5%	0.5%	4.1%
O=C(CCl)c1ccc(Cl)cc1Cl	5.9%	-0.6%	-1.3%	.	-1.4%	.	-0.5%	.
Fc1ccc(C(OCCN2CCCC2)c2ccc(F)cc2)cc1	-3.0%	-7.9%	-1.1%	4.5%	8.8%	-0.8%	-0.3%	-11.3%
Cc1nn(Cc2ccccc2)c(Cl)c1C(=O)O	i	-2.3%	2.9%	6.0%	9.8%	5.6%	-3.1%	5.8%
CN1CCC2(CC1)NC(=O)c1ccccc1N2	13.0%	15.3%	-3.2%	.	3.7%	6.0%	-2.7%	.
O=C1NC(=O)N(c2ccc3c(c2)OCO3)C(=O)/C1=C/c1ccc(N2CCCC2)o1	-7.4%	-4.7%	-2.1%	-5.5%	58.0%[activator]	-2.5%	2.5%	-1.5%
O=c1c(C=NCc2cccs2)c(O)n(C2CCCCC2)c(=O)n1C1CCCCC1	-14.0%	-6.1%	-5.8%	.	-0.1%	-3.4%	0.1%	1.6%
C=CP(=O)(O)c1ccccc1	i	-2.7%	-0.3%	6.7%	5.7%	3.7%	-1.2%	-2.3%
CCN1CCN(c2ncnc3ccc(Br)cc23)CC1	-11.7%	-6.1%	-1.4%	-5.5%[11.4 µM]	17.1%	5.0%	-6.6%	-3.6%
NP(=O)(OCC(F)(F)F)Oc1ccc(Cl)cc1 (configuration not stated)	-6.6%	-2.8%	3.5%	5.8%	3.6%	6.3%	0.5%	7.2%
COc1cc(OC)cc(C(=O)N2CCC(N3CCN(c4ccccc4)CC3)CC2)c1	-1.5%	-10.6%	-15.1%	?	0.3%	2.7%	-0.1%	-7.5%
CNC(=O)Nc1ccc(C(O)(C(=O)OC)C(F)(F)F)cc1 (configuration not stated)	-1.2%	3.8%	-1.9%	10.2%	2.5%	-7.0%	-5.9%	.
CC1(c2ccccc2)NCCN2C(=O)CSC21 (configuration not stated)	-14.3%	-6.3%	-1.4%	.	6.0%	1.7%	-0.1%	0.6%
COc1cc2c(cc1OC)-c1c(OC)c(OC)cc3c1C(C2)N(C)CC3 (configuration not stated)	17.7%	3.7%	-19.0%	-5.8%	4.3%	-1.2%	1.3%	0.3%
O=C(Cc1ccccc1)OCCN1CCCCC1	9.9%	-5.1%	-1.5%	-3.8%	-0.3%	-1.9%	1.4%	-0.3%
C=CCn1c(O)c(C(C)=Nc2ccc(NC(C)=O)cc2)c(=O)[nH]c1=O	-15.1%	-4.7%	1.0%	-0.1%	-2.4%	-0.4%	-2.0%	-0.1%
N#CC(C#N)=C(N)c1cccnc1	i	-10.8%	1.8%	-0.2%	11.6%	-9.9%	-3.2%	?
ClCC1CO1 (configuration not stated)	0.0%	4.1%	5.2%	.	-12.4%	.	-2.8%	.
CC(=NCCO)c1c(O)n(C2CCCCC2)c(=O)[nH]c1=O	i	-6.6%	-4.4%	-0.4%	-1.4%	-4.2%	-0.7%	-5.9%
CN1CCN(c2ccc(S(=O)(=O)C(F)(F)F)cc2[N+](=O)[O-])CC1	-13.9%	-3.5%	-0.4%	1.6%	0.4%	-5.0%	0.8%	4.0%
CN1C(=O)CCS(=O)(=O)C1c1ccc(Cl)cc1 (configuration not stated)	1.1%&-2.6%	-0.8%&7.5%&3.3%	.	.	8.5%&10.4%&1.3%	.	?	.
CCN(CC)CCOC(=O)c1ccc(N=Cc2c(O)[nH]c(=O)[nH]c2=O)cc1	-5.8%	-3.1%	-8.1%	7.8%	-2.0%	2.7%	0.5%	-1.8%
[O-][n+]1onc2c1CCC1N(O)CCC21O (configuration not stated)	-4.2%	-5.1%	-0.9%	.	7.2%	?	0.2%	-6.3%
CCCCn1c(O)c(/C=C2/C=CC=N2)c(=O)[nH]c1=O	-4.3%	6.8%	11.3%	-10.0%	22.1%	3.0%	-3.5%	.
C[C@@]12CC(=O)[C@H]3[C@@H](CCC4=CC(=O)CC[C@]43C)[C@H]1CCC2=O	-10.2%[25.9 µM]	13.9%[29.1 µM]	-1.3%[53 µM]	.	8.0%[21.6 µM]	.	-0.5%[53 µM]	.
c1ccc(CCNCc2ccccc2)cc1	-6.0%	-5.4%	3.4%	13.3%	128.8%[activator]	4.5%	-5.9%	?
Cc1ccc(CN2CCCC(C(=O)c3cccc(C(F)(F)F)c3)C2)o1 (configuration not stated)	i	-4.9%	2.4%	-0.6%	-4.0%	-4.4%	-1.7%	-9.8%
O=P(NS(=O)(=O)c1ccc(Cl)cc1)(Oc1ccccc1)Oc1ccccc1	-9.5%	-3.3%	-4.1%	18.9%	-3.0%	-1.9%	-0.4%	?
C=CCN(C1=NCCN1)c1c(Cl)cccc1Cl	-4.8%	3.4%	-0.7%&-0.2%	.	.	.	1.1%&-1.2%	.
COc1ccccc1CCNC1CCC(C)CC1 (configuration not stated)	-0.4%	1.0%	-2.4%	6.3%	3.9%	8.1%	-3.4%	-1.5%
CC1(C)N(O)C2CCCCC2N1O (configuration not stated)	20.6%	-3.4%	-4.3%	14.3%	-14.9%	-22.1%	-2.8%	-0.9%
C=C[C@H]1CN2CC[C@H]1C[C@H]2c1[nH]c2ccccc2c1CCO	-4.0%	0.7%	-3.7%	.	1.5%	.	-1.5%	.
O=C(c1ccc(F)cc1)C(Cc1ccccc1)N1CCCCC1 (configuration not stated)	-7.8%	1.0%	2.1%	.	12.5%	7.9%	-1.3%	-2.9%
CC(C)(C)C(O)C(Oc1ccc(-c2ccccc2)cc1)n1cncn1 (configuration not stated)	-15.1%	-0.9%	-2.3%	.	.	.	-5.5%	.
CCCN(CCC)[C@@H]1CCc2cccc(O)c2C1	-3.9%&-0.1%&-7.1%	-5.8%&3.3%&-4.2%&0.9%	-0.4%&-3.2%&-3.3%&-2.5%	.	7.9%&0.6%&1.9%&4.8%	-4.5%	0.8%&2.5%&1.7%&0.5%	.
CCCCCCCCCCCCCCCCOC[C@@H](O)COP(=O)([O-])OCC[N+](C)(C)C	7.2%	-1.1%&10.6%	-3.7%&-0.6%	.	0.0%&-3.6%	.	-0.9%&-1.2%	.

A portion of the library, so the mix of outcomes need not match the whole.
